WRN helicase inh = WRN helicase (human) inhibition; AID 651768; WRN helicase unwinding, fluorescent forked duplex, kinetic; Q14191; Potency, µM (top dose mostly 114 µM), without a hit: at the highest dose activity change, negative = inhibition, most hits filed as inhibitors; 360,000 compounds, 0.46% hits; note: potency is the fitted concentration of half-maximal effect; % is set by controls: 0 for no effect and ±100 for the full control effect; nearly all actives have a fitted effect of over 55% in size
Target sequence (Q14191 whole entry, looked up): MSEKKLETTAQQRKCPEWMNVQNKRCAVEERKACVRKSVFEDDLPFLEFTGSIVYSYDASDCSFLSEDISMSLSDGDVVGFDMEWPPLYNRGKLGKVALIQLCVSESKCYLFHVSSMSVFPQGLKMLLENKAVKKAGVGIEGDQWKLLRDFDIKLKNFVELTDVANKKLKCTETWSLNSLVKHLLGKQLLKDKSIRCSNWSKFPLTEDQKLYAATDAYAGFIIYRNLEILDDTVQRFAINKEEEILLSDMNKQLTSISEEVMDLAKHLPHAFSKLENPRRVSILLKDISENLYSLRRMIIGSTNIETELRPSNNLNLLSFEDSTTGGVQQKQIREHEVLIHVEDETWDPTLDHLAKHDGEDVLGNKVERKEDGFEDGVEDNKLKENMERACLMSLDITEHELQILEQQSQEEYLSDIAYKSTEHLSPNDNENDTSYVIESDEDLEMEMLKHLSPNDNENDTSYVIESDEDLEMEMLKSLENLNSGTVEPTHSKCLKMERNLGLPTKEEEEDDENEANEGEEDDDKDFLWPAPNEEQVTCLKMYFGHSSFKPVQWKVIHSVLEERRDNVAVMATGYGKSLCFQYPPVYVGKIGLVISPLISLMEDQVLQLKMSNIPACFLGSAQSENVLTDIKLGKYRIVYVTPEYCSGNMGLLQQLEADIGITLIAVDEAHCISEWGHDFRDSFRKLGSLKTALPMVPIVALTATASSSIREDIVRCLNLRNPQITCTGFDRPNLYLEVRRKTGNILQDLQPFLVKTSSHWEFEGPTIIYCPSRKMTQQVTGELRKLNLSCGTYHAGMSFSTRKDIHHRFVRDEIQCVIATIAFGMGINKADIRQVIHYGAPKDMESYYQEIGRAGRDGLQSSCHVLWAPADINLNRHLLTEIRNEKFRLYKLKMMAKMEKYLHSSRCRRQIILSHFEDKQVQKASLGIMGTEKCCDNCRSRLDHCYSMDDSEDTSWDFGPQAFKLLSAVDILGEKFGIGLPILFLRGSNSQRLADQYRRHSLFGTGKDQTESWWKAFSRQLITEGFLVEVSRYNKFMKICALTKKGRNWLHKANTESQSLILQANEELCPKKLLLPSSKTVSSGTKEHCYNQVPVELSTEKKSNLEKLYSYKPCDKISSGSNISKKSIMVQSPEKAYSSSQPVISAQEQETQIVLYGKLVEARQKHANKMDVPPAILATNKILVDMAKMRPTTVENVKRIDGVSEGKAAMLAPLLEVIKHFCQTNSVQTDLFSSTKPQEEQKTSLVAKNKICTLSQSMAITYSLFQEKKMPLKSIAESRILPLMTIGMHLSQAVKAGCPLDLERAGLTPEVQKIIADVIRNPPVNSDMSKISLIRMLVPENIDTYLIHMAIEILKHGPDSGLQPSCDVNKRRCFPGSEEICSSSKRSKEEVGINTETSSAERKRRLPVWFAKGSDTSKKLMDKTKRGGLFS
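WRN at 20 nM final preincubated with compound 15 min at room temperature; reaction started with 100 nM fluorophore/quencher forked duplex oligonucleotide and 2 mM ATP final. Unwinding followed kinetically by red fluorescence (ex 525, em 598 nm).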
HT1080 IDH1KD tx = HT-1080 IDH1 knockdown cell toxicity (counter line) | HT-1080 IDH1 knockdown viability, ATP luminescence, 48 h | Potency, µM (top dose mostly 46.1 µM), inactives show at the top dose activity, negative = toxicity, usual class: cytotoxic | 360,000 compounds, 2% hits;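 note: potency is the fitted concentration of half-maximal effect; 0% = DMSO wells and -100% = cell-free medium wells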
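HT-1080-IDH1KD cells (IDH1 knocked down), 750/well in RPMI with 5% FBS, treated with compound 48 h at 37 degrees C. Viability by CellTiter-Glo luminescence, normalised to DMSO and no-cell wells; concentration-response curves classed.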
KB-V1 MDR tox = KB-V1 MDR subline cytotoxicity | KB-V1 MDR cells viability, CellTiter-Glo, 72 h | Potency, µM (titrated, usually from 46.1 µM), without a hit: at the top dose activity change, negative = cytotoxicity, most hits filed as cytotoxic | 400,000 compounds, 3.4% hits | AID 1347076; note: potency is the fitted concentration of half-maximal effect; % is set by controls: 0 for no effect and ±100 for the full control effect; nearly all actives have a fitted effect of over 60% in size
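In this primary screen, KB-V1 cells overexpressing P-gp are incubated with library compounds (lowest to highest concentration) for 72 h at 37 degrees C before a luminescent ATP viability read.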
HT1080NT lethal = kills 2HG-producing HT-1080-NT fibrosarcoma cells; HT-1080-NT fibrosarcoma viability, CellTiter-Glo ATP luminescence, 48 h; Potency, µM (titrated, usually from 46.1 µM), for inactives: at the highest dose activity, negative = less viability, usual class: cytotoxic; 360,000 compounds, 1.6% hits; AID 686970;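 note: NT is the 2HG producing partner of a matched IDH1 knockdown line; potency is the fitted concentration of half-maximal effect; 0% = DMSO-treated cells and -100% = media-only wells without cells; nearly all actives have a fitted effect of over 55% in size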
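HT-1080-NT fibrosarcoma cells (2HG-overproducing), 750 cells/well in RPMI with 5% FBS, dosed after 2 h and incubated 48 h at 37C. CellTiter-Glo luminescence normalized to DMSO and no-cell wells; concentration-response curves fitted and classed.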
KB-3-1 cytotox = KB-3-1 parental cell cytotoxicity | Potency, µM (series often up to 46.1 µM), for the others: top-dose activity change, negative = cytotoxic, most hits filed as cytotoxic | KB-3-1 viability, CellTiter-Glo ATP luminescence, 72 h | AID 1347075 | 400,000 compounds, 1.4% hits; note: potency is the fitted concentration of half-maximal effect; % is set by controls: 0 for no effect and ±100 for the full control effect; nearly all actives have a fitted effect of over 60% in size
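Using CellTiter-Glo luminescence, growth of non-resistant KB-3-1 adenocarcinoma cells is assessed 72 h after pin-tool compound addition at 37 °C. Normalized responses across the concentration series yield fitted curves.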
IL-1B inflam inh = inflammasome signaling inhibition, IL-1 beta readout | activity change, % at 57.5 µM | THP-1 LPS/ATP IL-1B secretion, AlphaLISA, 16 h; stronger effect = lower value | 360,000 compounds, 4.7% hits; in the data active = activity change below about -50%; inconclusive = mostly about -30% to -49%; note: % is set by controls: 0 for no effect and ±100 for the full control effect
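Secreted IL-1B measured by AlphaLISA bead assay after 16 h compound exposure of THP-1 cells; compounds (final up to 57.5 uM) added 1 h before LPS (250 ng/mL) and ATP (1.25 mM) stimulation; lower signal means less secretion.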
ATXN2 expr inh = ATXN2 expression inhibition. HEK-293 ATXN2-luciferase reporter, luminescence, 24 h. Potency, µM (top dose mostly 57 µM), without a hit: at the highest dose activity change, negative = inhibition, usual class: inhibitors. 360,000 compounds, 0.72% hits; note: potency is the fitted concentration of half-maximal effect; % is set by controls: 0 for no effect and ±100 for the full control effect; nearly all actives have a fitted effect of over 55% in size
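qHTS (up to 57 uM final) was run with 24 h compound exposure of reporter cells at 37 °C. Each well was multiplexed: SteadyGlo luminescence measured ATXN2-luciferase expression after a fluorogenic Gly-Phe-AFC viability readout (25 uM final).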
MCF10A rerep = inducers of DNA re-replication in MCF 10A breast cells | MCF 10A DNA re-replication, Hoechst nuclear intensity, 48 h | Potency, µM (titrated, usually from 46.1 µM), for inactives: top-dose activity, positive = re-replication, usual class: activators | 350,000 compounds, 2.9% hits | AID 624296; note: potency is the fitted concentration of half-maximal effect; % of control where 0% means no effect; nearly all actives have a fitted effect of over 50% in size
SW480 rereplic = DNA re-replication induction in SW480 cells; Potency, µM (doses to about 46.1 µM), inactives show at the top dose re-replication activation, usual class: activators; AID 624297; SW480 DNA re-replication, Hoechst DNA content imaging, 48 h; 340,000 compounds, 1.8% hits; note: potency is the fitted concentration of half-maximal effect; % of control where 0% means no effect; nearly all actives have a fitted effect of over 55% in size
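Readout is total intensity of Hoechst-stained nuclei, excited at 405 nm and collected at 500-530 nm. Compound treatment lasted 48 hr at 37 C in 5% CO2 before staining.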
The depositor's hits bear a star; u = inconclusive; x = not tested or not shown; & = joins results of further samples; [ ] = dose if it differs, or a comment. Unless noted, calls come from the whole dose curve; as a rule, active = well fitted curve in the direction sought with a large enough effect; inconclusive = small, poorly fitted or top-dose-only effect, or another doubt; inactive = no such curve, though single readings can be large; an effect the other way counts as inactive or inconclusive.

SMILES	WRN helicase inh	HT1080 IDH1KD tx	KB-V1 MDR tox	HT1080NT lethal	KB-3-1 cytotox	IL-1B inflam inh	ATXN2 expr inh	MCF10A rerep	SW480 rereplic
COc1ccc2oc(C(=O)OCC(=O)Nc3cc(S(=O)(=O)N4CCOCC4)ccc3OC)c(C)c2c1	-26%	-14%	7%	-3%	3%	22	-26%	10%	0%
CC[C@]12c3[nH]c4ccc(OC)cc4c3CCN1C(=O)C(CC(=O)NCc1ccco1)C[C@@H]2C(=O)N1CCN(C(=O)C2CC2)CC1 (stereo not given in full)	0%	6%	6%	0%	1%	16	2%	12%	u
COc1cc(/C=C/C(=O)O)ccc1OCc1ccc([N+](=O)[O-])cc1	-1%	-3%	u	-9%	3%	25	21%	u	1%
CC[n+]1c(C)sc2cc(C)ccc21	5%	3%	u	-1%	27%	60	-13%	-5%	1%
COc1ccccc1NC(=O)c1ccccc1NC(=O)c1cc(Cl)ccc1NC(=O)c1ccco1	7%	-12%	-12%	-19%	0%	56	-11%	u	-11%
O=C(CCn1c(=S)oc2ccccc21)NC1CCCCCCC1	4%	-11%	0%	2%	-4%	2	0%	-3%	-6%
O=C(N/N=C\c1cccc(F)c1)c1ccc(-c2ccccc2)cc1	-2%	-3%	13%	-4%	1%	-2	2%	4%	-1%
CN(C)c1ccc(C(=O)Nc2nc3c(s2)CCCC3)cc1	-8%	-18%	7%	1%	-7%	-29	u	0%	-7%
COc1cc(NC(=O)CC(C)S(=O)(=O)c2ccc3c(c2)NC(=O)CO3)cc(OC)c1OC (stereo not given)	4%	16%	11%	11%	4%	0	0%	-2%	-12%
COc1ccc(-c2nc(-c3ccccc3)no2)c(OC)c1	-11%	14µM*	0%	u	-16%	-5	-62%	3%	3%
COc1ccccc1N(CC(=O)Nc1ccc2c(c1)OCCO2)S(C)(=O)=O	7%	6%	-3%	10%	6%	11	32%[activator]	-12%	-3%
O=[N+]([O-])c1ccc(N2CCOCC2)cc1	-13%	-1%	16%	-6%	3%	-12	-4%	-2%	-3%
CN(C)S(=O)(=O)c1ccc(NC(=O)Cn2ccsc2=N)cc1	2%	0%	-10%	23%	2%	-4	-20%	3%	-3%
O=C(/C=C/c1ccc(OCCCF)cc1)NCc1cccc(Cl)c1	-13%	9%[9.24 µM]	-24%	15%	-5%	-8	1%	1%	-5%
COc1ccccc1CN(C)C(=O)c1cccc(S(=O)(=O)N2CCN(Cc3ccccc3)CC2)c1	-14%	9%	u	5%	-17%	-54*	-5%	15%	20%

A draw from above in order of SMILES length, rising.
SMILES	WRN helicase inh	HT1080 IDH1KD tx	KB-V1 MDR tox	HT1080NT lethal	KB-3-1 cytotox	IL-1B inflam inh	ATXN2 expr inh	MCF10A rerep	SW480 rereplic
COc1cc(/C=C/C(=O)O)ccc1OCc1ccc([N+](=O)[O-])cc1	-1%	-3%	u	-9%	3%	25	21%	u	1%
COc1cc(NC(=O)CC(C)S(=O)(=O)c2ccc3c(c2)NC(=O)CO3)cc(OC)c1OC (stereo not given)	4%	16%	11%	11%	4%	0	0%	-2%	-12%
COc1ccc2oc(C(=O)OCC(=O)Nc3cc(S(=O)(=O)N4CCOCC4)ccc3OC)c(C)c2c1	-26%	-14%	7%	-3%	3%	22	-26%	10%	0%

Additional entries.
SMILES	WRN helicase inh	HT1080 IDH1KD tx	KB-V1 MDR tox	HT1080NT lethal	KB-3-1 cytotox	IL-1B inflam inh	ATXN2 expr inh	MCF10A rerep	SW480 rereplic
CN(C)C(CN=C1NS(=O)(=O)c2ccccc21)c1ccco1 (stereo not given)	-3%	7%	34%	5%	-10%	4	0%	-14%	2%
CCC(c1nnnn1C(C)(C)CC)N(CCCO)Cc1cc2cc(C)cc(C)c2[nH]c1=O (stereo not given)	-10%	-17%	-10%	-7%	1%	u	u	1%	-3%
CS(=O)(=O)Nc1nnc(SCC(=O)N(c2ccccc2)c2ccccc2)s1	0%	16%	-11%	13%	-1%	15	-7%	-2%	-3%
NC(=O)CSc1nnc(NC(=O)C2CC(=O)N(c3ccc(F)cc3)C2)s1 (stereo not given)	-5%[11.6 µM]	-2%	6%	6%	15%	0	-2%	-5%	-8%
CN(c1ccccc1)S(=O)(=O)c1ccc2[nH]c(=O)[nH]c2c1	-9%	1%	0%	2%	0%	14	-45%	3%	-31%[inhibitor]
C=CC[C@@H](CC(=O)N[C@@H](CO)Cc1ccccc1)C(=O)NCCOC(=O)[C@@H](CC=C)CC(=O)OC(C)(C)C	8%	3%	-5%	1%	0%	-7	3%	-4%	-9%
Cc1cc(Br)ccc1NC(=O)CNC(=O)c1ccc(-n2cncn2)c([N+](=O)[O-])c1	2%	-2%	18%	1%	1%	-5	-6%	1%	-7%
CC(C)(C)S(=O)(=O)Cc1nc(-c2ccc(Cl)c(Cl)c2)cs1	-10%	-17%	-49%	u	-18%	u	5%	-3%	0%
Cc1cccc(OCC(=O)Nc2ccc(NC(=O)c3ccccc3)cc2)c1	2%	11%	-27%	7%	u	10	0%	10%	1%
CCCS(=O)(=O)NC(=O)C1(C)CCCN(C(=O)c2cc(C)on2)C1 (stereo not given)	8%[57.1 µM]	u	4%	23%	15%	19	11%	x	x
COc1cc(CC(=O)OCC(=O)c2ccc(F)cc2)cc(OC)c1OC	-20%	2%	12%	3%	20%	8	-7%	-2%	-6%
O=C1c2cccnc2C(=O)N1Cc1cccs1	-3%	16%	u	5%	11%	21	6%	-2%	1%
COc1cccc(NC(=O)CCCn2c(=S)[nH]c3ccccc3c2=O)c1	1%	0%	0%	0%	8%	-20	x	10%	-6%
CC1(C)Cc2c(sc3c2c(=N)n(Cc2ccco2)c(=O)n3Cc2ccccc2)CO1	2%	-14%	0%	-10%	18%	-23	1%	0%	4%
CC(CCN1CCC(CN2C(=O)C(=O)NC[C@@H]2Cc2ccccc2)CC1)c1ccccc1 (stereo not given in full)	-5%	12%	u	5%	5%	-5	18%	0%	-16%
C=CCc1ccc(OCC(O)CN2CCN(c3ccccc3OC)CC2)c(OC)c1 (stereo not given)	7%	-23%	-5%	-12%	-21%	u	-21%	23%	u
COc1ccc2c(C)cc(SCC(=O)Nc3cccnc3Cl)nc2c1	-34%[57.1 µM]	-2%	u	-2%	5%	52	-14%[11.3 µM]	u	u
C=CCn1c(SCC(=O)C(C)(C)C)nnc1-c1cccs1	-2%	3%	u	11%	6%	5	12%	14%	-1%
CCCN(CCC)CCCNC(=O)c1cc2c(=O)[nH]c3ccccc3c2n1C	5%	-4%	14%&4%	-8%	-3%&-16%	-4	-27%&-14%	20%	u
CSc1cccc(NS(=O)(=O)c2cccs2)c1	-3%[57.1 µM]	10%[9.24 µM]	2%	0%	-3%	26	9%	35%	1%
CCN(c1cccc(C)c1)S(=O)(=O)c1ccc2c3c(cccc13)C(=O)N2	-10%	u	u	-20%	-15%	0	-4%	12%	-6%
CNC(=O)c1ccc(CN(C)C(=O)c2cccc(S(=O)(=O)N3CCc4ccccc4C3)c2)cc1	-2%	-3%	10%	3%	-5%	3	x	x	x
COc1ccc(CC(=O)NCC(=O)N=Nc2c(O)[nH]c3ccccc23)cc1	-3%	15%	-8%	-1%	6%	31	-6%	0%	27%
O=C(/C=C/c1cccc(F)c1)NCc1ccc2c(c1)OCO2	9%	-1%	-1%	4%	-2%	0	16%	-4%	2%
Cc1ccc(-c2nc3ccccc3o2)cc1NC(=S)NC(=O)c1cc2ccccc2o1	2%	u	-21%	u	8.2µM*	13	17%	8%	u
CN(C)C(=O)c1cccc(-c2ccc3nncn3c2)c1	-11%	12%	0%	30%	-2%	0	7%	x	x
Cc1ccc(NC(=O)C2CCC(C(C)(C)C)CC2)cc1S(=O)(=O)N1CCOCC1 (stereo not given)	-32%	u	u	u	u	u	u	18µM*	15µM*
COc1cccc(NC(=O)C2CC(=O)N(Cc3ccco3)C2)c1 (stereo not given)	-2%	-2%	u	-1%	0%	56	8%	-2%	u
CN(c1ccccc1)S(=O)(=O)c1nnc(NC(=O)c2ccco2)s1	-12%	5%	25%&2%	1%	3%&1%	-4	4%&7%	10%	6%
CCOC(=O)c1sc(NC(=O)c2ccoc2C)c(C(N)=O)c1C	-13%	-1%	-25%	6%	11%	-5	-9%	0%	-1%
CCOc1ccc(CN2CCC(n3nccc3NC(=O)CCCc3ccccc3)CC2)cc1	0%	0%	3%	-1%	-6%	5	x	-13%	-3%
COc1ccccc1-n1cc(CN2CCN(CC=C(C)C)C(CCO)C2)cn1 (stereo not given)	3%	-7%	11%	-4%	1%	-29	-28%	-6%	8%
NC(=O)C1CCN(c2nc(-c3ccccc3)nc3ccccc23)CC1	-3%	-1%	-23%	-5%	0%	-54*	-8%	-1%	-11%
OC(COc1ccccc1)CN1CCCC1 (stereo not given)	11%	5%	16%	3%	11%	0	-9%	-3%	-23%
CCC(=O)Nc1sc2c(c1C#N)CC(C)(CC)OC2 (stereo not given)	-7%	1%	0%	-4%	3%	-28	x	13%	-41%[inhibitor]
COc1cccc(NC(=O)CN(c2ccccc2OC)S(=O)(=O)c2cccs2)c1	-4%	-10%	8%	0%	-4%	3	5%	-2%	3%
Cc1ccc(NC(=O)NC2CCN(CC(=O)Nc3nccs3)CC2)cc1	7%	14%	u	3%	0%	7	-6%	-1%	3%
CCn1nnnc1-c1ccc(OC)c(S(=O)(=O)Nc2ccccc2OC)c1	-8%	-10%	-24%	4%	0%	8	x	x	x
O=c1c(C(c2ccccc2)c2c(O)sc3ccccc3c2=O)c(O)sc2ccccc12	-1%[57.1 µM]	7%[9.24 µM]	6%	0%	4%	18	6%	-1%	0%
CCOc1ccc(N(CC(=O)Nc2c(C)n(C)n(-c3ccccc3)c2=O)S(=O)(=O)c2ccccc2)cc1	4%	4%	-1%	3%	6%	0	-14%	-1%	-6%
